Screening data (PubChem BioAssay)
CendR NRP1 mod = modulators of CendR peptide binding to human neuropilin-1 | 360,000 compounds, 0.85% hits | FAM-RPARPAR peptide binding to NRP-1, fluorescence polarization | inhibition, % at 25 µM | O14786;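 active means inhibition or corrected inhibition above about 18%, plus a signal ratio from 0.5 to 1.5, limit read from the data, passing the limit was not always enough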; further: strong numbers were not always called active
Target sequence (O14786 whole entry, looked up): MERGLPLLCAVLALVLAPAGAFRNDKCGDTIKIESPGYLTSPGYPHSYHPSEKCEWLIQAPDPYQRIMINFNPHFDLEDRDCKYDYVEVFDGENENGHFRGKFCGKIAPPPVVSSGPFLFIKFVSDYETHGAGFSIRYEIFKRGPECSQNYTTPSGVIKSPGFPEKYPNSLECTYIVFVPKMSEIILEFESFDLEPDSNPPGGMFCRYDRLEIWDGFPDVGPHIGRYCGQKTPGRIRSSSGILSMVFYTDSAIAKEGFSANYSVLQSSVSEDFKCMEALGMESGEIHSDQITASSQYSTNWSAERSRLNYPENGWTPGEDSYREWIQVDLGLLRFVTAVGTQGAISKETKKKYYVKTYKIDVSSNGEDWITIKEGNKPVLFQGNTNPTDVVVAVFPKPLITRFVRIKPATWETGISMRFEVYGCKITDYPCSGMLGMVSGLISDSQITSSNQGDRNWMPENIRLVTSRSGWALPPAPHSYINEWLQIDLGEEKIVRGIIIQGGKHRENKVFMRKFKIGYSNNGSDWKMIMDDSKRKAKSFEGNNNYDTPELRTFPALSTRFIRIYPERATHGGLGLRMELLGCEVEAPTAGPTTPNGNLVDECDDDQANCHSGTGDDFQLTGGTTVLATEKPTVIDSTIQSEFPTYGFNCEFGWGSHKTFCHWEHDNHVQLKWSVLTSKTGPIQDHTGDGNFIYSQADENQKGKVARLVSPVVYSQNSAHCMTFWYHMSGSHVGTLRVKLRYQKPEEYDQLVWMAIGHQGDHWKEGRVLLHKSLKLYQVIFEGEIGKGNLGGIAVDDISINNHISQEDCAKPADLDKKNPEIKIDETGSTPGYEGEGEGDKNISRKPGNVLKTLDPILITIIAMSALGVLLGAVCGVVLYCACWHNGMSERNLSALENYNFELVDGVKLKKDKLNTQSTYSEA
STEP inh = blocks human striatal-enriched tyrosine phosphatase; recombinant STEP, OMFP fluorogenic substrate, fluorescence; P54829; AID 588621; inhibition, % at 20 µM; 360,000 compounds, 0.25% hits;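 active means inhibition at 20 µM, scaled per plate between control wells, above about 37%, limit read from the data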;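 further: 0% = DMSO with enzyme and substrate and 100% = substrate only without enzyme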
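Measure: Control-normalized % inhibition with plate pattern correction | Test system: STEP phosphatase, cell-free reaction | Medium: pH 6.0 Bis-Tris with DTT and Tween 20 | Technique: Fluorescence, 480/540 nm | Times: Reaction 20 min, ambient temperature | Doses: Single compound dose of 20 µM, 1% DMSO final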
NadD block = blocks S. aureus nicotinate mononucleotide adenylyltransferase; purified NadD enzyme, colorimetric absorbance read-out; AID 602399; inhibition, % at 20 µM; 360,000 compounds, 0.78% hits; in the data active means inhibition above about 26%; further: some compounds past the cut are filed as inactive
LMPTP inh = blocks human LMPTP phosphatase; recombinant LMPTP-A, OMFP fluorogenic substrate, fluorescence intensity; inhibition, % at 20 µM; 360,000 compounds, 0.22% hits;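 active means compounds that cut the enzyme signal by at least half of the control window in the single-dose screen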;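 further: plate controls were DMSO wells with enzyme plus substrate for no effect and substrate without enzyme for full effect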
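Assay system: LMPTP-A, protein tyrosine phosphatase of low molecular weight / Medium: pH 6.0 Bis-Tris buffer with DTT and Triton X-100 / Schedule: 50 min enzyme reaction at room temperature, protected from light / Measured by: endpoint fluorescence intensity from OMFP dephosphorylation / Read-out basis: % inhibition relative to no-enzyme and uninhibited control wells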
MT1-MMP act inh = inhibitors of human MT1-MMP activation; AID 651647; P50281; 360,000 compounds, 0.061% hits; HT1080 RFP-PRO-GFP cells, GFP/RFP ratio fluorescence, overnight; percent of plate control window, DMSO zero; GFP/RFP ratio change, % at 20 µM;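 active means GFP/RFP ratio change of at least 30% with cell ATP level not reduced by more than half and red fluorescence within 50% of control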; further: strong numbers were not always called active
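Test system: HT1080 RFP-PRO-GFP cells; Benchmarks: DMSO and RFP-L50D-GFP cell wells; Timing: cells overnight before dosing, compound overnight, 37 °C, 5% CO2; Compound: one 20 µM compound dose with 1% DMSO; Read-out: GFP/RFP fluorescence ratio.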
SUMO1 PPI mod = modulators of human SUMO1-mediated protein-protein interactions; P63165; SUMO1 binding to a labelled peptide, TR-FRET, 1 h; inhibition, % at 20 µM; 360,000 compounds, 0.33% hits; AID 602429; in the data active means inhibition above about 37%
Target sequence (P63165 whole entry, looked up): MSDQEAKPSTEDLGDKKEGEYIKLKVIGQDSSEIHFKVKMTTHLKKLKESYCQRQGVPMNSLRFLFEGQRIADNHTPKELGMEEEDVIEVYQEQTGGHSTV
Scp1 inh = inhibitors of human Scp-1 phosphatase. 340,000 compounds, 0.88% hits. AID 493091. Q9GZU7. inhibition, % at 20 µM. Recombinant Scp1, phosphopeptide, malachite green phosphate absorbance;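 active means inhibition above about 50% at 20 µM, limit read from the data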;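 further: plate controls were DMSO wells with enzyme for no effect and wells lacking enzyme for full effect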
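assay system = SCP-1 phosphatase catalytic domain, residues 76-261 | buffer or medium = 50 mM Tris acetate pH 5.5, 0.005% Tween-20, 10 mM MgCl2 | incubation = enzyme reaction 45 min at room temperature, colour 5 min, stabilisation 30 min | signal = Phosphate-binding colour reagent, absorbance read at 630 nm | measure = % inhibition at 20 µM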
SKN-1 block = C. elegans SKN-1 inhibition; C. elegans VP596 Pgst-4::GFP/RFP ratio, acrylamide-induced, 24 h; inhibition, % at 21.8 µM; 360,000 compounds, 0.49% hits; AID 624304;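 active means interference check ratio from 0.5 to 1.5 plus GFP to RFP signal ratio inhibition reaching or exceeding a fixed threshold, cut at about 30% in these data, passing the limit was not always enough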; further: some compounds called inactive have numbers as strong as hits
Rpn11 inh = Rpn11 (human) deubiquitinase inhibition; 360,000 compounds, 0.59% hits; calls only at 20 µM; O00487; human 26S proteasome, Ub4-pepOG fluorescence polarization; 20S core pre-blocked with epoxomicin;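 active means inhibition at 20 µM, scaled to each plate's controls, above about 33%, limit read from the data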
DNMT1 block = DNMT1 (human) enzyme inhibition. 360,000 compounds, 0.83% hits. DNMT1 molecular beacon, Hinp1I cleavage, fluorescence. inhibition (reported as % activation of signal), % at 10 µM. P26358; in the data active means inhibition above about 50%
Starred values were filed as active, the others as inactive; i = inactive; · = not tested or not shown.

#	SMILES	CendR NRP1 mod	STEP inh	NadD block	LMPTP inh	MT1-MMP act inh
1	Cc1ccccc1C1(CCN2CCCCC2)CCOC(C)(C)C1 (stereo not given)	1	-1	3	-2.5	-3
2	NC(=O)c1ccccc1N/C=C/C(=O)c1ccc(Cl)cc1Cl	4	1	-1	1.7	-8
3	COc1ccc(N2CC(C(=O)Nc3nc4ccc(F)cc4s3)CC2=O)c(OC)c1 (stereo not given)	-3	1	0	-0.2	-9
4	CC(=O)Nc1ccc(S(=O)(=O)N2CN(c3ccc(C)cc3)c3nc4ccccc4nc32)cc1	4	0	-11	3.5	-2
5	Oc1cc(NCc2ccc(F)cc2)cc2cccnc12	-1	5	1	0.5	-13
6	COc1ccc(CCCC(=O)O)c(C)c1	-1	-1	-1	-0.3	-2
7	Cc1ccc(NC(=O)C2CCCN(S(=O)(=O)c3cccc4nonc34)C2)cc1 (stereo not given)	-4	-4	-5	-1.4	-2
8	Cc1ccc2nc(-c3cccc(NS(C)(=O)=O)c3)cc(-c3ccccc3)c2c1	4	0	16	3.8	-1
9	CC(=O)Cc1nsc(NC(=O)c2ccc(-c3cccc(C(F)(F)F)c3)o2)n1	-8	2	-1	1.5	0
10	CCOC(=O)C1=C(CN2CC(C)CC(C)C2)NC(=O)NC1c1ccc2c(c1)OCO2 (stereo not given)	16	-6	-2	0.2	2
11	CC1CCC(NC(=O)c2cc(S(=O)(=O)N3CCCCC3)ccc2N2CCOCC2)CC1 (stereo not given)	-4	-1	4	0.0	-3
12	Cc1oc2nc(SCC(=O)N3CCCCC3)nc(N)c2c1C	3	1	-2	-0.8	0
13	CCOCCCNC(=O)CN1C(=O)/C(=C/c2ccccc2C)Sc2ccccc21	6	2	2	-1.3	6
14	Cc1cccc(C)c1NC(=O)CCCCCC1NC(=O)NC1C (stereo not given)	3	-1	-1	-1.9	2
15	Cc1nn(Cc2ccccc2Cl)c(Cl)c1C(=O)NCCc1ccccc1	-2	6	-2	1.7	0

#	SUMO1 PPI mod	Scp1 inh	SKN-1 block	Rpn11 inh	DNMT1 block
1	0	-3	0	i	-1
2	-18	9	19	i	-6
3	3	-5	16	i	-5
4	-9	-5	13	i	-4
5	-28	33	0	i	-7
6	-4	11	-2	i	1
7	-9	-5	6	i	6
8	-4	14	3	i	-13
9	-10	0	-9	i	-1
10	0	-9	9	i	2
11	7	-4	-2	i	0
12	0	-7	7	i	28
13	-2	-2	-3	i	7
14	-2	-5	13	i	3
15	1	-9	-3	i	-3

Later entries.
#	SMILES	CendR NRP1 mod	STEP inh	NadD block	LMPTP inh	MT1-MMP act inh
16	CC1CC(C)CN(S(=O)(=O)c2ccc(C(=O)N3CC(C)OC(C)C3)cc2)C1 (stereo not given)	-7	1	3	-1.0	0
17	Cn1ncc(C(N)=O)c1NC(=S)NC(=O)c1ccc(Br)o1	3	6	1	0.4	2
18	CCOC(=O)C1=C(Cc2ccc(OC)cc2)C(=O)c2ccccc2C1=O	0	0	-9	1.8	-46
19	COc1ccccc1CNC(=O)CSC1=NCCS1	4	-2	-4	0.5	-2
20	COCCn1c(=NC(C)=O)sc2cc([N+](=O)[O-])ccc21	6	-1	-7	-0.1	2
21	O=C(COc1ccccc1)NCc1ccc2c(c1)OCO2	7	-1	-2	0.6	-2
22	C[C@H]1CN([C@@H](C)CO)C(=O)Cc2cc(NC(=O)Cn3cnnn3)ccc2O[C@H]1CN(C)Cc1ccncc1	0	-2	2	-2.0	1
23	CCn1cc(CN2CCCC(C(=O)Nc3ccc(-c4nc5ccccc5[nH]4)cc3)C2)c(C)n1 (stereo not given)	-6	1	-3	0.1	2
24	COc1ccc(S(=O)(=O)Cc2ccc(C(=O)NC3CC3)o2)cc1	9	-1	-2	-1.5	4
25	COc1cc(/C=N/NC(=O)Cc2ccc(Br)cc2)cc(OC)c1O	1	-2	-2	-0.3	1
26	Cc1ccc2c(c1)C1CN(C)CCC1N2C(=O)Nc1ccc(Cl)cc1 (stereo not given)	16	0	-4	0.5	3
27	Cc1ccc(NC(=O)C2(c3ccccc3)CCCC2)nc1	-8	3	32*	-0.1	0
28	CCOC(=O)N1CCC(NC(=O)CN2C(=O)CSc3ncccc32)CC1	-7	3	-5	-1.8	4
29	CC(NC(=O)c1cccnc1)c1ccc2c(c1)OCO2 (stereo not given)	-9	-9	-3	-0.6	-1
30	O=S(=O)(c1ccc2ccccc2c1)N(CC1CO1)c1ccccc1 (stereo not given)	11	0	-2	2.4	-2

#	SUMO1 PPI mod	Scp1 inh	SKN-1 block	Rpn11 inh	DNMT1 block
16	5	-5	5	i	2
17	21	-1	0	i	2
18	20	-11	14	i	8
19	1	-8	6	i	0
20	-20	-11	8	i	-1
21	1	-5	5	i	0
22	2	-11	-13	i	4
23	6	-6	-4	i	-1
24	3	-7	10	i	2
25	-11	-7	3	i	-1
26	-2	-3	-3	i	-5
27	1	-6	-13	i	3
28	5	-9	-10	i	-3
29	-2	-2	-1	i	2
30	-3	-12	-4	i	-3

The list goes on (7 carried over from the part before).
#	SMILES	CendR NRP1 mod	STEP inh	NadD block	LMPTP inh	MT1-MMP act inh
24	COc1ccc(S(=O)(=O)Cc2ccc(C(=O)NC3CC3)o2)cc1	9	-1	-2	-1.5	4
25	COc1cc(/C=N/NC(=O)Cc2ccc(Br)cc2)cc(OC)c1O	1	-2	-2	-0.3	1
26	Cc1ccc2c(c1)C1CN(C)CCC1N2C(=O)Nc1ccc(Cl)cc1 (stereo not given)	16	0	-4	0.5	3
27	Cc1ccc(NC(=O)C2(c3ccccc3)CCCC2)nc1	-8	3	32*	-0.1	0
28	CCOC(=O)N1CCC(NC(=O)CN2C(=O)CSc3ncccc32)CC1	-7	3	-5	-1.8	4
29	CC(NC(=O)c1cccnc1)c1ccc2c(c1)OCO2 (stereo not given)	-9	-9	-3	-0.6	-1
30	O=S(=O)(c1ccc2ccccc2c1)N(CC1CO1)c1ccccc1 (stereo not given)	11	0	-2	2.4	-2
31	CCCc1cc(C(N)=O)c(NC(=O)c2ccco2)s1	-8	2	-2	1.6	-2
32	COC(=O)[C@]12CCCCC=C1N(Cc1ccc(Cl)cc1Cl)C(=O)[C@H](CC(=O)NCc1ccc(OC)c(OC)c1)C2	0	·	-5	3.4	7
33	COc1ccc(NC(=O)Nc2cc(C)ccn2)cc1	13	-2	-2	-1.2	-2
34	O=C(CCn1nnc2ccccc21)Nc1nnc(-c2ccccc2F)s1	-8	6	-7	-1.4	0
35	O=C1CC(N2CCC(O)(c3ccc(Cl)cc3)CC2)C(=O)N1Cc1ccc(N2CCCC2=O)cc1 (stereo not given)	1	-3	1	-1.5	5
36	CN(C)c1nc(NNC(=O)c2ccccc2)nc(N(C)C)n1	-7	-4	-1	-0.3	4
37	Cc1sc(-n2cccc2)c(C(=O)O)c1C	-6	1	6	-1.0	10
38	CCn1c(/C=C2\C(=O)N(C)c3ccccc32)nc2ccccc2c1=O	6	3	-1	-1.3	-2
39	CC(C)CCC1(C)NC(=O)N(CC(=O)c2ccc[nH]2)C1=O (stereo not given)	-30	-1	5	4.3	-5
40	O=C(CC1C(=O)NCCN1Cc1c(F)cccc1Cl)NCCc1ccccn1 (stereo not given)	0	-4	-8	-0.9	-3
41	CC(C)(C)C(=O)Nc1cc(C(F)(F)F)ccc1-n1ccnc1	1	-1	4	0.5	-1
42	CCCC(=O)NNC(=O)c1ccoc1C	-2	-2	7	-2.1	-2
43	O=C(NC1CCCCCC1)c1ccc(S(=O)(=O)NCc2ccco2)cc1	-4	-3	8	-0.4	8
44	CCCCNC(=O)C1(C)CCCCN1C(=O)c1cc2ccccc2s1 (stereo not given)	-9	1	2	-1.8	1
45	CC(C)C(=O)Nc1sc2c(c1C#N)CCCCC2	-2	-1	-9	0.7	-7

#	SUMO1 PPI mod	Scp1 inh	SKN-1 block	Rpn11 inh	DNMT1 block
24	3	-7	10	i	2
25	-11	-7	3	i	-1
26	-2	-3	-3	i	-5
27	1	-6	-13	i	3
28	5	-9	-10	i	-3
29	-2	-2	-1	i	2
30	-3	-12	-4	i	-3
31	4	6	13	i	-6
32	6	·	-4	·	·
33	20	-7	2	i	1
34	0	-3	6	i	8
35	3	-6	-24	i	1
36	-3	7	-2	i	-3
37	4	13	7	i	24
38	-13	-4	-6	i	5
39	4	5	-1	i	-4
40	-4	-3	6	i	-3
41	-2	7	7	i	4
42	0	-12	-4	i	9
43	1	-5	-4	i	2
44	-3	·	18	i	3
45	5	-6	14	i	0

(more compounds)
#	SMILES	CendR NRP1 mod	STEP inh	NadD block	LMPTP inh	MT1-MMP act inh
46	CCOc1ccc2oc(=O)cc(C)c2c1	0	-3	3	-0.4	3
47	CC(CC(C)C(=O)N1CCOCCN(C(=O)C(C)CC(C)C(=O)O)CCOCC1)C(=O)O (stereo not given)	14	-3	-3	-0.4	0
48	C=CCn1c(-c2cc(OC)cc(OC)c2)n[nH]c1=S	-4	2	3	-2.6	0
49	O=C(Nc1cccc(F)c1)C1CCN(S(=O)(=O)c2cccc3nonc23)CC1	-8	-1	-6	0.6	-3
50	Cc1cc(C(F)(F)F)c2c(C)nn(CCc3nn[nH]n3)c2n1	11	-2	-1	-0.6	0
51	Cc1ccc(-c2nn(-c3ccccc3)cc2/C=C2\SC(=S)N(CCCCCC(=O)O)C2=O)o1	-181	0	34*	3.7	-53
52	CC(C)(C)OC(=O)N(CCc1ccccc1)Cc1cccc(OCc2cccc(NC(=O)/C=C/c3ccccc3)c2)c1	-2	-1	-2	1.4	0
53	CC(C)(C)c1cc(C(=O)NCc2ccco2)ccn1	-15	2	-3	-1.1	14

#	SUMO1 PPI mod	Scp1 inh	SKN-1 block	Rpn11 inh	DNMT1 block
46	0	2	4	i	0
47	1	3	0	i	0
48	-1	-10	14	i	-1
49	-24	-5	-3	i	-3
50	10	1	-7	i	2
51	31	-7	4	·	88*
52	4	-4	-4	i	7
53	-3	-3	-12	i	2
